Screens from PubChem BioAssay.
TDP1 block: TDP1 (human) enzyme inhibition. Q9NUW8. recombinant TDP1, AlphaScreen DNA substrate cleavage. Potency, µM (titrated, usually from 130 µM), for the others: at the top dose activity change, negative = inhibition, usual class: inhibitors. actives 0.28% (n = 350,000). AID 485290; further: nearly all actives have a fitted effect of over 40% in size
Target sequence (Q9NUW8 whole entry, looked up): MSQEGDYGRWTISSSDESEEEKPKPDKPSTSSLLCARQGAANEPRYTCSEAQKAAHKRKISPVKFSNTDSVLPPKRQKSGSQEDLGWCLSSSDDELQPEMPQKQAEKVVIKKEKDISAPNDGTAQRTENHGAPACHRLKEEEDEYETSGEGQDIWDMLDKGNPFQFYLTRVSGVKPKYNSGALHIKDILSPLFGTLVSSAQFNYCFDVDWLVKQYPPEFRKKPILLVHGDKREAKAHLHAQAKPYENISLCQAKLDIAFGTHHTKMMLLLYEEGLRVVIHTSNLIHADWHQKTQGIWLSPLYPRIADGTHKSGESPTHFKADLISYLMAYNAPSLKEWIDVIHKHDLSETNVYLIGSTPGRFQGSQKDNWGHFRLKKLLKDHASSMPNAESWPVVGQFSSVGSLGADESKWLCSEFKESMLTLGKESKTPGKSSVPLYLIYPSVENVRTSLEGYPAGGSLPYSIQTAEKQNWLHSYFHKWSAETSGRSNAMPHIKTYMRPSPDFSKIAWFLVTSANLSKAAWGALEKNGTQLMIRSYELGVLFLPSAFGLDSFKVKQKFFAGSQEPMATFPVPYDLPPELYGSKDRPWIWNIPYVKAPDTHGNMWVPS
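Compounds were preincubated with Tdp1 (1 nM final) for 15 min at room temperature before substrate (15 nM final) started a 5 min reaction; beads (10 ug/ml final) were then added for 10 min before AlphaScreen detection.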
N370S GC: inhibits or activates N370S mutant glucocerebrosidase; P04062; N370S GC spleen homogenate, 4MU-glucoside fluorescence; Potency, µM (highest dose often 59.4 µM), for inactives: top-dose activity change, negative = inhibition, hits mostly inhibitors; actives 0.092% (n = 330,000); AID 2101;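 further: 0% = full enzyme activity and -100% = no enzyme basal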
DT40 TDP1 no CPT: qHTS for Inhibitors of human tyrosyl-DNA phosphodiesterase 1 (TDP1): qHTS in cells in absence of CPT. DT40 Tdp1-/- hTDP1 cells, no CPT, ATP luminescence, 48 h. Potency, µM (series often up to 46.2 µM), for the others: at the top dose activity change, negative = growth inhibition, actives largely listed as inhibitors. actives 15% (n = 420,000). AID 686978, 2013; further: nearly all actives have a fitted effect of over 55% in size
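Camptothecin absent (DMSO only). Human TDP1-complemented DT40 knockout cells, 400 cells/well, 37 °C for minimum 48 hr; ATP measured via CellTiter-Glo, 30 min dark incubation, luminescence.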
The depositor's hits bear a star; ? = inconclusive; nt = no result given; & = joins results of further samples; [ ] = dose if it differs, or a comment. The call rests on the fitted dose curve; in most records, active means well fitted curve in the direction sought with a large enough effect; inconclusive means small, poorly fitted or top-dose-only effect, or another doubt; inactive means no such curve, though single readings can be large; an effect the other way counts as inactive or inconclusive. Unless noted, on the % scale 0 is the no-effect control and ±100 the full control effect; potency means the concentration at half of the fitted maximal effect. These rows are one share of the data; the hit share may differ from the screen's.

smiles,TDP1 block,N370S GC,DT40 TDP1 no CPT
Cc1ccc(C(=O)N2CC(C)CC(C)C2)cc1NC1=NC2CS(=O)(=O)CC2S1 (stereo not given),nt,-9%,-3%
O=C(COC(=O)c1ccccc1Br)Nc1ccc(F)cc1,5%,3%,-4%
CN(C)C(=O)c1nc2ccc(Cl)cn2c1CN1CCCC(OCc2cccnc2)C1 (stereo not given),2%,-1%,-13%
CCOC(=O)Cn1c(S(=O)(=O)Cc2ccccc2)nc2ccccc21,3%,-4%,?
C=CCn1c(=O)c(C#N)cc2c(=O)n3ccccc3nc21,-1%,?,-16%
O=C(COC(=O)c1ccc2ccccc2c1)Nc1ncc(C(F)(F)F)cc1Cl,4%,16%,-1%
Cc1ccc(-c2cc(C(=O)N3CCN(c4ncccn4)CC3)c3cc(Br)ccc3n2)o1,0%,4%,8.2µM*
Cc1ccc(NC(=O)COC(=O)c2ccco2)cc1C,1%,nt,5%
Cc1c(CCO)c(=O)[nH]n1C(=O)c1ccc(F)cc1,2%,3%,-3%
COc1ccc(NC(=O)c2cc(S(=O)(=O)N3CCOCC3)cs2)cc1,0%,-1%,-29%
CCC(C)(C(=O)NC1CCCCC1)N(Cc1cccs1)C(=O)c1ccc(=O)[nH]c1 (stereo not given),0%,1%,-17%
CCOc1ccc(CN2CCC(n3nccc3NC(=O)C3CC3)CC2)cc1CO,1%,0%,2%
CCOc1ccc(C(=O)c2nc3c(n2O)CCCC3)cc1,3%,?,-11%
CCOc1ccc(CCNC(=O)C2CC(=O)N(C3CCCC3)C2)cc1OCC (stereo not given),7%,6%,-2%
N#CC(=C1N=c2ccccc2=N1)c1c(O)[nH]c2ccccc12,7%,10%,nt
CN1CCN(/C=N/c2sc3c(c2C#N)CCCCC3)CC1,6%,0%,?
Cc1ccnc(NC(=O)CCC(=O)N(CC(=O)NCc2ccccc2)Cc2ccco2)c1,-7%,-1%,10%
COCc1ccc(CN2CCc3c([nH]c4ccccc34)C2CC(C)C)o1 (stereo not given),nt,-11%,?
O=C(CCCn1c(=O)c2cccn2c2cccnc21)NCCc1ccc(Cl)cc1,2%&3%,-3%,23µM*
COc1ccc(-n2nnnc2SCC(=O)c2cccc(OC)c2)cc1,5%,-3%,?

4 entries from above, set out differently.
SMILES: Cc1ccnc(NC(=O)CCC(=O)N(CC(=O)NCc2ccccc2)Cc2ccco2)c1
- TDP1 block: -7%
- N370S GC: -1%
- DT40 TDP1 no CPT: 10%

SMILES: COCc1ccc(CN2CCc3c([nH]c4ccccc34)C2CC(C)C)o1 (stereo not given)
- TDP1 block: nt
- N370S GC: -11%
- DT40 TDP1 no CPT: ?

SMILES: CCC(C)(C(=O)NC1CCCCC1)N(Cc1cccs1)C(=O)c1ccc(=O)[nH]c1 (stereo not given)
- TDP1 block: 0%
- N370S GC: 1%
- DT40 TDP1 no CPT: -17%

SMILES: O=C(CCCn1c(=O)c2cccn2c2cccnc21)NCCc1ccc(Cl)cc1
- TDP1 block: 2%&3%
- N370S GC: -3%
- DT40 TDP1 no CPT: 23µM*

The list continues.
smiles,TDP1 block,N370S GC,DT40 TDP1 no CPT
CCOC(=O)c1ccccc1NC(=O)c1cnc(N2CCOCC2)c2ccccc12,3%,nt,16µM*
COc1ccc(NC(=O)C(=O)NCC(c2cccnc2)N2CCc3ccccc32)cc1OC (stereo not given),3%,nt,21µM*
Cc1nc(C)c(C(=O)OCC(=O)Nc2ccccc2)s1,0%,nt,-3%
COc1ccc(Cl)cc1NC(=O)CN(C)C(=O)c1cccc(-n2cnnn2)c1,-3%[56.1 µM],nt,0%
Cc1cc(=O)oc2cc(OCC(=O)N3CCCc4ccccc43)ccc12,5%,6%,?
Cc1c(NC(=O)c2ccc(-c3ccccc3)cc2)cccc1C(=O)O,1%,6%,11%
CC(Cc1n[nH]c(=S)n1N)c1ccccc1 (stereo not given),nt,-12%,3%
CN(C)CCN1C(=O)c2oc3ccccc3c(=O)c2C1c1cccc(Br)c1 (stereo not given),0%,-5%,-21%
CSC(=NS(=O)(=O)c1ccccc1)SC,1%,12%,-7%
Cc1cc(C)c(S(=O)(=O)N2CCOC2CNC(=O)C(=O)NCc2ccccn2)c(C)c1 (stereo not given),-5%,-10%,-1%
N#Cc1c(NC(=O)c2ccco2)sc2c1CCC2,2%,-16%,-7%
CC1(C(=O)NCc2cc(F)cc(C(F)(F)F)c2)C=CC2(CCCCC2)N1C(=O)c1ccccc1 (stereo not given),-3%&1%,17%&20%,-28%
Cn1c(=O)c2c(-c3ccccc3)n(-n3cnnc3)cc2n(C)c1=O,5%,8%,?
CCCS(=O)(=O)c1nc(S(=O)(=O)c2ccc(C)cc2)c(N2CCCC2)s1,6%,13%,?
N#Cc1ccccc1NC(=O)CNc1ccccc1N1CCCCC1,7%,22%,?
COc1ccc(CNC(=O)CCc2c(C)nn(-c3ccc(N4CCCC4)nn3)c2C)c(OC)c1,7%,nt,-12%
Cc1cc(Cl)c(S(=O)(=O)Nc2ccon2)cc1OCC(=O)NC1CCCCC1,6%,1%,5%
O=C(CSc1nncn2c1cc1sccc12)Nc1ccc(Br)cc1F,3%,nt,2%
COc1cc2ncnc(NCc3ccc4c(c3)OCO4)c2cc1OC,nt,-2%,?
COc1ccc(OC)c(NC(=S)NCCN2CCOCC2)c1,6%,-13%,-10%
C[C@H](CO)N1C[C@H](C)[C@@H](CN(C)S(=O)(=O)c2ccccc2)Oc2c(cccc2N(C)C)C1=O,1%,nt,?
CCOC(=O)c1c(C)n(OCc2ccccc2)c2ccc3nonc3c12,6%,19%,?
O=C(Nc1ccc2c(c1)C(=O)OC2)c1ccc(F)cc1F,6%,8%,-7%
Cc1cc(NC(=O)COC(=O)C2CC(=O)N(c3ccc(Br)cc3)C2)no1 (stereo not given),4%,-1%,-11%
CCN(C(=O)CSc1nnc(-c2c[nH]c3ccccc23)n1C1CC1)C1CCS(=O)(=O)C1 (stereo not given),0%,nt,5%
CC(Sc1ccc(Cl)cc1)C(=O)NCC(c1ccco1)N1CCCCC1 (stereo not given),0%,-21%,?
Clc1cccc(CN2COc3c(cc(Cl)c4cccnc34)C2)c1,10%,-6%,nt
COc1ccc(S(=O)(=O)N2CCN(CC(=O)Nc3cccc(OC)c3)CC2)cc1,5%,-14%,-6%
O=C(Nc1nnc(-c2ccc(Cl)cc2)o1)C1=COCCO1,11%,3%,-25%
O=C(NNc1nc2ccc(F)cc2s1)c1cccc(F)c1,-3%,3%,?
CCC(=O)NCCNc1nc2cc(C)cc(C)c2cc1C#N,2%,13%,-1%
Oc1ccc(Cl)cc1-c1cc(C(F)(F)C(F)F)nc(-c2ccccc2)n1,5%,-4%,16µM*
O=C(OC(C(=O)NC1CCCC1)c1cccnc1)C1=Cc2ccccc2OC1 (stereo not given),1%,12%,-1%
COc1ccc(OCCC(=O)OCC(=O)Nc2ccc(S(=O)(=O)N3CCOCC3)cc2)cc1,-3%,-9%,-17%
CC(=O)c1cccc(NC(=O)N2CCCC2C(=O)NCc2ccc3c(c2)OCO3)c1 (stereo not given),3%,1%,8%
N#Cc1ccccc1OCC(=O)NNC(=O)c1ccncc1,1%,nt,7%
CC(c1ccco1)N(C(=O)c1ccc(Cl)s1)c1ccccn1 (stereo not given),3%,16%,-20%
O=C(NC1CCCCC1)NC1CCN(S(=O)(=O)Cc2ccccc2)CC1,-2%,6%,-13%
CCCCCn1c(-c2cccc(C)c2)nc2ccccc21,3%,nt,?
Cc1cc(C(=O)COC(=O)C2=COCCO2)c(C)n1-c1cccc(F)c1,6%,1%,?
CS/C(=N\S(=O)(=O)c1cccs1)Nc1ccc(N2CCOCC2)cc1,0%,13%,?
CCOc1ccc(Cl)cc1CNCCNCCO,4%,?,?
COc1ccccc1NC(=O)CCC(=O)OCc1cccc([N+](=O)[O-])c1,3%,2%,10%
O=C(NCCN1CCOCC1)c1ccc(NS(=O)(=O)c2ccccc2)cc1,4%,-14%,8%
O=C(NNS(=O)(=O)c1ccccc1C(F)(F)F)c1cc2ncc(C(F)(F)F)cc2s1,3%,-23%,-18%
Cc1oc(-c2ccc(C(=O)Nc3ccccc3F)cc2)nc1COc1ccccc1,3%,nt,?
O=C1NNC(c2ccccc2)=N/C1=C\c1ccccc1,10%,-9%,0%
Cc1ccc(-n2nnnc2SCC#N)cc1,3%,1%,-4%
CCC(C)(C)N1CC(=O)N(Cc2ccccc2)C(c2ccc(OC)cc2)C1=O (stereo not given),4%,-10%,18µM*
CC=C1C2C=C(C)CC1(N)c1ccc(=O)[nH]c1C2 (stereo not given),6%,6%,-1%
Cc1nc2ccccc2c2oc(C(=O)NCCN3CCN(C)CC3)cc12,2%,0%,-8%
COc1ccccc1OCCOc1ccc(/C=C2\C(=N)N3N=C(S(C)(=O)=O)SC3=NC2=O)cc1,nt,-3%,23µM*
CC1CCN(C(=O)c2ccc(CNc3c(N4CCCC4)c(=O)c3=O)cc2)CC1,-2%,-6%,8%
O=C(CN1CCN(C(C(=O)Nc2ccc(Cl)cc2C(F)(F)F)c2ccccc2)CC1)NC1CC1 (stereo not given),0%,nt,?
CC1=C(C(=O)Nc2ccc(C(=O)N3CCN(c4ccccc4F)CC3)cc2)SCCO1,7%,-18%,4%
Cc1c(CC(=O)O)c(=O)oc2c(C)c3occ(-c4ccc(F)cc4)c3cc12,nt,-8%,-28%
Cc1ccsc1C(=O)C1CCCN(Cc2cn(C)nc2-c2ccccc2)C1 (stereo not given),5%,-16%,?
CCOc1ccc(C2C(=O)N(C3CCCCC3)CC(=O)N2C2CCCC2)cc1OC (stereo not given),5%,nt,?
CN(C(=O)COC(=O)c1ccc2ccccc2n1)C1CCCCC1,0%,nt,3%
Cc1cc2[nH]c(=O)c(=O)[nH]c2cc1S(=O)(=O)N1CCN(c2cccc(C(F)(F)F)c2)CC1,0%&0%,?,?

(list continues)
smiles,TDP1 block,N370S GC,DT40 TDP1 no CPT
Cc1noc(C(=O)Nc2cc(Cl)ccc2O)c1Cl,nt,-6%,?
CCOCc1cc(CN2CCN(c3ccccc3OC)CC2)c(O)c2ncccc12,13%,nt,5.2µM*
O=C(N/N=C/c1cc(Br)cc(Br)c1O)c1cccc(N2CCCC2=O)c1,12%,22%,1.5µM*
CSc1ccc(CCNC(=O)c2cc3c(-c4ccccc4F)nn(C)c3s2)cc1,9%,nt,?
O=C(Cn1ccc([N+](=O)[O-])n1)NCc1cccnc1,-8%,-6%,3%
O=C(NCc1ccco1)c1cc(=O)c2ccccc2o1,3%,1%,-19%
O=C(Nc1ccc(F)cc1)N(CCCN1CCOCC1)Cc1cc2cc3c(cc2[nH]c1=O)OCCO3,0%,15%,?
Cc1cc(C)n2cc(CSCc3ccccc3)nc2n1,3%,11%,9%
NS(=O)(=O)c1ccc(NC(=O)CCC(=O)c2cccs2)cc1,nt,-1%,28%
CCOC(=O)N1CCN(C(=O)CS(=O)(=O)Cc2nc(-c3ccccc3C)oc2C)CC1,0%,-1%,?
O=C(OCCc1cc2ccccc2c(=O)o1)N1CCOCC1,1%,nt,-15%
Nc1ccc(O)c([N+](=O)[O-])c1,3%&0%,-5%,-17%
CNC(=O)c1c(NC(=O)/C=C/c2ccccc2Cl)sc2c1CCC2,0%,nt,-25%
Fc1ccc(-c2cn3cc(Cc4ccc(Cl)cc4)sc3n2)cc1,-4%,nt,-23%
O=C(NC1CCCCC1)C(c1ccc(Cl)cc1)N(C(=O)c1cnccn1)c1ccc2c(c1)OCO2 (stereo not given),2%,1%,?
COC(c1ccccc1Br)C(C)/C=C/CCO (stereo not given),-3%[21 µM],12%[12.8 µM],nt
Cc1nc(N2CCOCC2)nc2c1CCCC2,2%,11%,-3%
CCOc1ccc(Cn2c(CNS(=O)(=O)c3cccs3)nc3cccnc32)cc1,5%,nt,23µM*
CC#CCCCC(=O)Nc1ccccc1C(=O)O,8%,-18%,-9%
Cc1ccc(CSc2nc3ccncc3[nH]2)cc1,6%,-5%,15µM*
